PKA-R1A act: activators of PKA-R1A holoenzyme, primary screen, biochemical, fluorescence polarization, Cy5-IP20, bovine R1A, mouse PKAc; activation, % at 11.4 µM; PKA-R1A dissociation; scaled: DMSO 0%, 113 µM cGMP 100%; 340,000 compounds, 0.083% hits;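 active means percent activation above the mean of all tested compounds plus 3 SD, cut at about 19% in these data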;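 further: higher means more PKAc released from R1A so a rise in polarization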
MOR-DOR inv ag: inverse agonists of MOR-DOR heterodimerization, primary screen, cell-based, luminescence; 340,000 compounds, 0.21% hits; inhibition, % at 9.3 µM; cell-based MOR-DOR heterodimer luminescence, inverse agonism; Mu-type opioid receptor (Homo sapiens) + Delta-type opioid receptor (Homo sapiens), …; AID 504357, 2011; in the data active means inhibition above about 22%, passing the limit was not always enough;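 further: 0% = cells with DMSO and 100% = wells without cells with DMSO; values of inactives mirror those of a sister screen read the other way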
Target sequence (P35372 whole entry, looked up): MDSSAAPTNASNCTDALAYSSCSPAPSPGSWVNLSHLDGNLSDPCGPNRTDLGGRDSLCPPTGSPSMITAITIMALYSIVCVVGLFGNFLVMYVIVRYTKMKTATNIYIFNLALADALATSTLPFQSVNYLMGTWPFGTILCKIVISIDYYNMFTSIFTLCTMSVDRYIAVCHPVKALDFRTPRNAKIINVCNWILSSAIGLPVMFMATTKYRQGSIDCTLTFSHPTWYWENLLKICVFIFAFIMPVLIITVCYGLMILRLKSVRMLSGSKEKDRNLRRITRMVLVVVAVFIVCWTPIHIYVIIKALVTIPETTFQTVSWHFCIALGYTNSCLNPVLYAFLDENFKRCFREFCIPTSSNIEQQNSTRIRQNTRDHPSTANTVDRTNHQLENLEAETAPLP
Target sequence (P41143 whole entry, looked up): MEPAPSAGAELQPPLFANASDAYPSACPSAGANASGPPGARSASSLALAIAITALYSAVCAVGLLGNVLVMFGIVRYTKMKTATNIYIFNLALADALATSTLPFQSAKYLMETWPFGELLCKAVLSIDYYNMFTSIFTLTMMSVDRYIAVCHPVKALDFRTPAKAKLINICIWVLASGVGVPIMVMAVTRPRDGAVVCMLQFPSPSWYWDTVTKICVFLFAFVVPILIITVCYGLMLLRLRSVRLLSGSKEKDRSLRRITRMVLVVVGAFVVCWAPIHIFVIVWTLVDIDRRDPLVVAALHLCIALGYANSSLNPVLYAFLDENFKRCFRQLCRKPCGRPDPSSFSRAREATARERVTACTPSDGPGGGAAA
V-ATPase pH: regulators of yeast V-ATPase proton pumping, primary screen, pHLuorin cytosolic pH fluorescence; 350,000 compounds, 0.37% hits; AID 504577, 2011; S. cerevisiae; response, % at 10 µM; in the data active means response mostly above about 7.3%, no sharp cut-off; inactive means mostly below about 5.4%; further: actives read high; inactives centre near 0; some compounds called inactive have numbers as strong as hits; reference of the scale not given here
Arrestin-AP2 inh: inhibitors of beta-arrestin/AP2 binding, primary screen, biochemical, GPCR trafficking, flow cytometry; FITC-arrestin peptide / GST-AP2 beads; AP2 beta2 appendage carries R879A mutation; 340,000 compounds, 0.31% hits; beta-arrestin 1 C-terminal peptide binding to AP2 beta2-adaptin appendage (human); AID 504490, 2011; inhibition, % at 10 µM;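 active means inhibition above a set limit, near 3 SD of compounds lacking own fluorescence, cut at about 54% in these data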;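 further: plate controls were DMSO wells for no effect and 5 µM unlabelled arrestin peptide for full effect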
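system = GST-tagged AP2 beta2-adaptin appendage (R879A) on 4 µm glutathione beads | reagent = FITC-labelled arrestin peptide probe, 50 nM final | schedule = compound with beads 12 min RT, then probe 1 h RT | signal = HyperCyt-sampled flow cytometry, FL1 channel, ex 488/em 535 nm | read-out = percent response from loss of bead-bound FITC fluorescence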
PKA-R2B activ: activators of PKA-R2B holoenzyme, primary screen, biochemical, fluorescence polarization, Cy5-IP20, human | activation, % at 11.4 µM | PKA-R2B holoenzyme dissociation; R2B truncated from residue 108, S112A mutant; 0% DMSO only, 100% 113 µM cGMP | cAMP-dependent protein kinase catalytic subunit beta (Homo sapiens) + cAMP-dependent … | AID 504700, 2011 | 340,000 compounds, 0.079% hits;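 active means activation above a cutoff set at the mean over all compounds plus 3 SD, cut at about 18% in these data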;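 further: higher means more holoenzyme dissociation and a rise in polarization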
HTR5A inv ag: HTR5A inverse agonists in luminescence cell assay, primary screen, counter-screen for OPRM1-OPRD1 heterodimer inverse agonist project, full-deck HTS. HTR5A cell line, inverse agonism. inhibition, % at 9.3 µM. 340,000 compounds, 0.083% hits. AID 504634, 2011; in the data active means inhibition mostly above about 23%, no sharp cut-off; inactive means mostly below about 18%;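 further: 0% = cells with DMSO and 100% = no-cell wells with DMSO; some compounds called inactive have numbers as strong as hits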
OPRM1-OPRD1 ag: agonists of OPRM1-OPRD1 heterodimerization, primary screen, cell-based, luminescence; Mu-type opioid receptor (Homo sapiens) + Delta-type opioid receptor (Homo sapiens), …; activation, % at 9.3 µM; cells; 340,000 compounds, 0.3% hits; in the data active means activation above about 18%;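 further: 0% = vehicle-treated cells and 100% = reference agonist; values of inactives mirror those of a sister screen read the other way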
DSG3 Ab inh: inhibitors of pemphigus antibody binding to DSG3, primary screen, biochemical, bead-based, flow cytometry, scFv-GFP | Desmoglein-3 (Homo sapiens), P32926 | DSG3-coupled beads, scFv-anti-DSG3-GFP binding; active compounds read low | binding (percent of control), % at 10 µM | 310,000 compounds, 0.48% hits | AID 588358, 2011;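 active means binding more than 3 SD below its plate's average and above zero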;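 further: hits lower antibody fragment binding to DSG3; some compounds called inactive have numbers as strong as hits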
HTR5A ag: HTR5A agonists in luminescence cell assay, primary screen, counter-screen for OPRM1-OPRD1 heterodimer agonist project, full-deck HTS; AID 504692, 2011; 5-hydroxytryptamine receptor 5A (Homo sapiens), P47898; activation, % at 9.3 µM; 340,000 compounds, 0.61% hits; cell-based; in the data active means activation mostly above about 9.5%, no sharp cut-off; inactive means mostly below about 7.6%;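 further: 0% = cells with vehicle only and 100% = reference agonist; strong numbers were not always called active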
DAGLB inhibitor: DAGLB lipase inhibitors, primary screen, biochemical, fluorescence, HTS; inhibition, % at 5.17 µM; AID 504411, 2011; HEK293T DAGLB membrane lysate, EnzChek fluorogenic substrate; 340,000 compounds, 0.059% hits; Diacylglycerol lipase-beta (Homo sapiens), Q8NCG7; in the data active means inhibition above about 34%;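 further: 0% = enzyme with vehicle and 100% = wells lacking enzyme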
Numbers without * were called inactive; · = no result given.

Structure	PKA-R1A act	MOR-DOR inv ag	V-ATPase pH	Arrestin-AP2 inh	PKA-R2B activ	HTR5A inv ag	OPRM1-OPRD1 ag	DSG3 Ab inh	HTR5A ag	DAGLB inhibitor
CN1C(=O)N(C)C2(c3ccccc3)N(C)C(=O)NC12c1ccccc1 (configuration not stated)	-4.2	5.1	3.4	2.2	6.2	-12.6	-1.0	104.2	0.7	-0.7
Cc1ccc[n+](CC(=O)/C=C2\N(C)c3ccccc3C2(C)C)c1	-18.3	-4.4	1.0	4.7	-14.1	3.6	0.8	99.6	-1.1	-1.2
Cc1ccccc1CSc1ccc(S(=O)(=O)N2CCCC2)cn1	-2.5	-18.3	-1.2	0.5	5.0	-0.1	3.7	101.4	0.0	-9.4
COCC(=O)Nc1nnc(-c2cccs2)s1	-8.7	-2.2	3.4	11.1	-2.8	-24.2	0.4	97.1	3.6	1.8
COc1cc(C(=O)OCC(=O)Nc2ccc3c(c2)OC(F)(F)O3)ccc1OCc1c(C)noc1C	7.4	-8.7	10.3	34.1	-6.3	0.2	1.7	105.2	-2.5	-3.1
O=C(COC(=O)/C=C/c1ccc([N+](=O)[O-])cc1)NNC(=O)c1ccccc1	-6.2	-9.9	-1.3	3.8	-2.4	6.6	1.9	110.2	-1.6	3.0
CCc1cccc(C)c1NC(=O)c1ccc2c(c1)CCN2S(C)(=O)=O	9.7	11.2	1.8	48.7	9.5	-4.2	-2.0	93.4	1.1	-2.2
CCCCNC(=O)c1cn(CC)c2cc(N3CCN(C(=O)c4ccco4)CC3)c(F)cc2c1=O	-3.1	5.0	-3.7	20.9	-6.9	6.5	-1.0	·	-1.7	-0.7
O=C(c1cc(-c2ccncc2)nc2ccc(Cl)cc12)N1CCN(C(=O)C2CCCO2)CC1 (configuration not stated)	-6.9	9.8	-1.1	-2.5	-0.2	9.3	-2.3	·	1.1	1.0
O=C(NN1C(=O)c2ccccc2NC1c1cccnc1)c1ccccc1 (configuration not stated)	-11.0	10.4	-1.2	29.4	2.2	13.4	-2.1	106.6	-1.7	0.8
COc1ccc(C)cc1-n1nnnc1SCC(=O)NC1CC1	-3.1	14.2	0.5	1.4	-9.5	-9.3	-3.8	102.4	-2.7	-3.0
CC(=O)c1cccc(NC(=O)COc2ccc(S(=O)(=O)N3CCCCC3)cc2)c1	7.0	10.2	1.1	1.0	-2.6	11.3	-2.4	103.2	1.0	-3.8
Cn1c(C(=O)NCCCN2CCN(c3ccc(F)cc3)CC2)cc2c(=O)n(C)c3ccccc3c21	-1.7	-0.9	2.6	30.4	-3.2	-13.4	0.2	108.7	4.8	-1.1
CCN1CCN(C(=O)Cn2ncc3c([nH]c4ccccc43)c2=O)CC1	-11.3	7.9	4.2	43.3	-25.4	-7.0	-1.5	95.7	-1.9	0.1
COc1ccc(-c2cnc(SCCNC(=O)c3ccc4c(c3)OCO4)[nH]2)cc1	-4.2	7.0	-0.7	14.5	9.5	-8.5	-1.1	94.1	3.1	-4.7
N#Cc1ccc(S(=O)(=O)N2CCN(C(=O)[C@@H]3CCCN3C(=O)c3cccs3)CC2)cc1	9.3	9.9	-0.7	18.8	3.8	-24.6	-2.5	101.0	-4.2	-1.3
N#Cc1ccc(COC(=O)CSc2nnc(N)s2)cc1	-5.5	7.0	3.1	31.9	-2.5	4.7	-1.2	102.2	-3.6	4.3
O=C(Nc1nccs1)c1ccccn1	3.9	6.8	2.1	53.9	-4.7	-4.2	-1.5	100.6	1.5	0.4
CCOC(=O)C1CCN(C(c2cccc(F)c2)c2sc3nc(C)nn3c2O)CC1 (configuration not stated)	-9.9	0.9	-7.5	1.2	-6.0	-10.4	-0.2	108.9	1.4	1.1
COc1ccc(CCNC(=O)CN(c2ccccc2OC)S(C)(=O)=O)cc1	-9.2	7.6	1.0	21.2	-9.4	-11.9	-1.5	89.8	1.4	-2.1
O=C(c1ccco1)N1CCN(c2nc(-c3ccc(F)cc3)cs2)CC1	0.5	1.9	-3.6	8.0	-0.4	-22.3	-0.3	·	-0.6	-0.2
Cc1ccc(CCN2CC(C(=O)NCCN3CCCCCC3)CC2=O)cc1 (configuration not stated)	2.3	1.3	4.8	-0.5	1.5	0.7	-0.2	105.2	-0.3	-4.8
COc1ccc(Cl)cc1NC(=S)N1CCN(c2ncccn2)CC1	6.7	9.0	-2.1	7.2	-4.8	-11.5	-1.6	101.2	4.5	0.9
Cc1ccc(NC(=O)COC(=O)CN2CSCC2=O)cc1C	-7.1	12.0	0.5	32.1	1.7	-9.0	-2.0	·	-2.5	-1.5
CC(C)OCC(O)CN1CCN(CC(O)COc2ccc3c(c2)OCO3)CC1 (configuration not stated)	6.4	-7.8	-1.6	4.4	3.3	-3.0	1.5	111.0	1.2	-5.6
O=C(NCc1ccccc1)c1cc(-c2ccncc2)nc2ccc(S(=O)(=O)N3CCOCC3)cc12	-6.1	-10.2	-1.4	19.6	-14.8	10.5	1.7	95.9	-3.9	-2.7
CCCc1c(C)nc(N2CCN(c3cccc(OC)c3)CC2)[nH]c1=O	-8.4	8.5	-1.7	-4.6	3.0	7.9	-1.8	98.9	-2.1	0.1
Cc1ccc(-c2nc(C3CCN(S(C)(=O)=O)CC3)no2)cc1	-2.0	4.5	2.0	-4.0	-2.3	-24.9	-0.8	97.9	6.8	-0.4
Cc1ccc(-c2nnn(CC(=O)N(c3cccc(O)c3)C(C(=O)NC(C)(C)C)c3cccs3)n2)o1 (configuration not stated)	-2.0	7.0	-0.4	26.5	-11.1	-3.9	-1.2	98.3	2.4	0.7
O=C(NCC1CCCO1)c1cc(NS(=O)(=O)c2cccs2)cc(NS(=O)(=O)c2cccs2)c1 (configuration not stated)	-22.5	12.9	2.5	-27.2	-6.6	14.8	-2.5	91.8	-1.9	-0.3

Arranged by formula weight (falling): some entries from above
Structure	PKA-R1A act	MOR-DOR inv ag	V-ATPase pH	Arrestin-AP2 inh	PKA-R2B activ	HTR5A inv ag	OPRM1-OPRD1 ag	DSG3 Ab inh	HTR5A ag	DAGLB inhibitor
O=C(COC(=O)/C=C/c1ccc([N+](=O)[O-])cc1)NNC(=O)c1ccccc1	-6.2	-9.9	-1.3	3.8	-2.4	6.6	1.9	110.2	-1.6	3.0
CN1C(=O)N(C)C2(c3ccccc3)N(C)C(=O)NC12c1ccccc1 (configuration not stated)	-4.2	5.1	3.4	2.2	6.2	-12.6	-1.0	104.2	0.7	-0.7
Cc1ccc[n+](CC(=O)/C=C2\N(C)c3ccccc3C2(C)C)c1	-18.3	-4.4	1.0	4.7	-14.1	3.6	0.8	99.6	-1.1	-1.2

(cont.)
Structure	PKA-R1A act	MOR-DOR inv ag	V-ATPase pH	Arrestin-AP2 inh	PKA-R2B activ	HTR5A inv ag	OPRM1-OPRD1 ag	DSG3 Ab inh	HTR5A ag	DAGLB inhibitor
O=C(c1ccccc1)C(C(=O)N1CCCCC1)n1ccccc1=O (configuration not stated)	-2.3	7.4	-1.2	7.0	-11.6	10.4	-1.5	99.8	7.8	-1.1
COc1ccc(C)cc1NC(=O)CN1CCCC1c1ccc2c(c1)OCCCO2 (configuration not stated)	1.3	0.1	1.9	1.0	-6.2	11.8	0.0	144.2	-3.0	-6.7
CCOc1ccc(C(=O)NC(C(=O)NCCc2ccc(OC(F)F)cc2)C(C)C)cc1 (configuration not stated)	-9.8	14.9	-0.6	6.7	-5.2	-2.7	-2.8	112.0	1.0	-10.5
CCN(c1ccccc1)S(=O)(=O)c1ccc(OC)c(NC(=O)C2CC(=O)N(Cc3ccccc3)C2)c1 (configuration not stated)	-6.4	9.3	-0.2	5.3	-10.4	6.4	-1.8	96.8	-2.2	-1.1
Cc1noc(C)c1S(=O)(=O)N(CC(=O)Nc1ccc2c(c1)OCO2)c1ccc(C(C)C)cc1	2.2	-56.5	-2.6	3.1	-6.5	-11.1	11.2	106.7	3.7	-5.9
CCOC(=O)Cc1csc(NC(=O)c2ccc([N+](=O)[O-])cc2[N+](=O)[O-])n1	-5.2	-26.2	-1.9	-4.1	-0.6	-15.7	5.1	111.7	5.6	-0.2
CCCCSc1nnc(-c2c[nH]c3ccccc23)n1C	-2.3	-1.9	-1.3	-0.3	-1.9	-8.3	0.3	103.6	-2.3	1.0
COC(=O)C1=C(C(=O)OC)C2C=CC1C1C(OC(C)=O)C(OC(C)=O)C21 (configuration not stated)	15.8	·	-1.3	·	-3.3	·	·	105.4	·	1.3
O=C(N/N=C/c1ccc(F)cc1)c1cc(-c2ccco2)nc2ccccc12	2.7	11.7	-7.3	28.1	4.5	1.4	-2.0	27.8*	-2.2	4.5
O=c1oc(-c2ccc([N+](=O)[O-])cc2)nc2ccccc12	-0.9	-19.9	0.0	25.6	-0.7	-7.5	4.0	94.6	2.8	2.8
CCn1cc(CNC(=O)c2ccc3nc(Cc4ccc(OC)cc4)oc3c2)cn1	-0.1	-0.3	2.1	3.2	5.5	12.2	0.1	·	6.0	-1.4
O=C(/C=C/c1cccc([N+](=O)[O-])c1)OC1CCCCC1=O (configuration not stated)	-5.4	10.7	5.9	20.3	-14.4	-10.4	-2.3	107.7	0.6	-3.5
COc1ncnc2c1ncn2CCCNc1ccc(C)c(C)c1	0.4	·	2.4	·	-2.9	·	·	102.3	·	-2.1
O=C(CSc1ncccn1)NCc1cccc(Cl)c1	-4.9	16.8	1.0	2.1	-7.2	0.0	-3.2	96.2	1.2	-1.6
O=[N+]([O-])c1ccc(CN2CCCCCC2)s1	7.8	2.9	-1.1	3.3	-8.0	4.9	-0.6	100.9	-0.3	0.8
CCN(Cc1ccc(OC)c(F)c1)C(=O)c1cc2ccccc2o1	-4.2	-9.2	1.9	0.6	-13.4	-10.3	1.7	102.2	2.3	-7.4
Cc1ccc2c(c1)C1(C(=O)N2)N2CCCC2C(C(=O)c2ccc3ccccc3c2)C12C(=O)Nc1ccccc12 (configuration not stated)	-3.6	-8.1	-3.6	26.8	-0.7	24.2	1.6	92.6	2.1	4.4
CN(C)C(=O)c1nc2ccc(Cl)cn2c1CN1CCCC(OCc2cccnc2)C1 (configuration not stated)	5.1	10.6	-0.5	0.4	7.3	-10.9	-1.6	105.9	-1.7	-0.4
COc1cc(O)c(C(CCN2CCCCC2)c2cc(OC)c(OC)c(OC)c2)c(OC)c1 (configuration not stated)	3.5	9.0	-2.5	5.2	-7.6	-21.9	-1.6	103.9	1.6	0.8
COc1cccc(C(=O)OCCN2CCOCC2)c1	4.1	12.3	0.3	9.2	1.0	12.4	-2.5	101.1	-5.2	-2.1

Screening data as filed in PubChem BioAssay.
